Screens as filed in PubChem.
CHO-K1 Ca antag: M1 antagonist counterscreen hit in parental CHO-K1 cells; ATP-induced calcium, Fluo-8 fluorescence; inhibition, % at 3 µM; actives 0.6% (n = 360,000); AID 602250;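 active means inhibition above a per-plate cutoff, the plate's mean sample inhibition plus 3 SD, cut at about 24% in these data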;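 further: 0% = DMSO plus EC80 ATP and 100% = DMSO alone without ATP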
TAAR1 antag: human TAAR1 antagonism; actives 1.5% (n = 360,000); inhibition, % at 3 µM; CHO RD-HGA16 TAAR1, Fluo-8 calcium fluorescence, antagonist; AID 624466; Q96RJ0;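 active means inhibition above a per-plate cutoff, the mean inhibition of test compounds on that plate plus 3 SD, cut at about 49% in these data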;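 further: 0% = DMSO plus EC80 beta-PEA response and 100% = DMSO alone without agonist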
Target sequence (Q96RJ0 whole entry, looked up): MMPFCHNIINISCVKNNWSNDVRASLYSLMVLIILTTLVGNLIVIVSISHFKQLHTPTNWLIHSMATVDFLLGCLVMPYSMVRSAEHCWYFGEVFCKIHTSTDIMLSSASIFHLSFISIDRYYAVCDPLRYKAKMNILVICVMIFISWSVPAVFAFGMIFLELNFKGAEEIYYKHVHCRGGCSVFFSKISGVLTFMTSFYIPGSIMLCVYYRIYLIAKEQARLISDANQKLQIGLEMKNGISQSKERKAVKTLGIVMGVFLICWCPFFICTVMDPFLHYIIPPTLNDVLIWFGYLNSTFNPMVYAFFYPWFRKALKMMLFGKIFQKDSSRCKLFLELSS
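System: RD-HGA16 CHO cells with stable hTAAR1 and Gα16 | Probe or stimulus: EC80 β-phenethylamine stimulus | Dosing: 3 µM, single point | Times: Dye loading 75 min at 37 °C, then 30 min room temperature | Measured by: Fluo-8 calcium-sensitive fluorescence | Read-out basis: % inhibition of agonist calcium response | Replicates: n of 1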
CHO-K1 Ca ag: M1 agonist counterscreen hit in parental CHO-K1 cells. Fluo-8 calcium fluorescence; scaled to maximal ATP response, vehicle zero. activation, % at 3 µM. actives 0.48% (n = 360,000); in the data active means activation above about 15%;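 further: untransfected CHO-K1 host cells lacking M1 receptor as counterscreen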
TAAR1 ag: agonists of human TAAR1; Q96RJ0; CHO RD-HGA16 TAAR1, Fluo-8 calcium fluorescence; vehicle wells 0%, saturating PEA agonist 100%; activation, % at 3 µM; actives 0.99% (n = 360,000); AID 624467;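 active means activation above the mean activation of all test compounds in the run plus 3 SD, cut at about 38% in these data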
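Test system: RD-HGA16 (CHO) cells co-expressing Gα16 and hTAAR1; dosing: one-point dosing at 3 µM (nominal); timing: 17-24 h seeding, 75 min 37 °C dye, 30 min RT; signal: kinetic Fluo-8 calcium fluorescence; read-out basis: % activation relative to PEA EC100 response; controls: DMSO and PEA EC100; replicates: n 1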
CHO-K1 Ca PAM: M1 PAM counterscreen hit in parental CHO-K1 cells; actives 0.02% (n = 360,000); activation, % at 3 µM; ATP EC20, Fluo-8 calcium fluorescence; 0% at ATP EC20, 100% at ATP max;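 active means activation above the run cutoff, the mean activation of all test compounds plus 3 SD, cut at about 40% in these data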;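 further: peak over basal fluorescence ratio in a 140 s read after ATP addition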
CHRM1 antagonist: human CHRM1 antagonism; inhibition, % at 3 µM; actives 1.3% (n = 360,000); AID 588852; CHO-K1 hM1, Fluo-8 calcium fluorescence, ACh EC80 antagonist;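 active means percent inhibition above its own plate's cutoff, namely the mean of that plate's compound wells plus 3 SD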;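 further: peak over basal fluorescence ratio during 140 s after agonist addition; 0% = ACh EC80 plus DMSO and 100% = DMSO alone without agonist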
Target sequence (P11229 whole entry, looked up): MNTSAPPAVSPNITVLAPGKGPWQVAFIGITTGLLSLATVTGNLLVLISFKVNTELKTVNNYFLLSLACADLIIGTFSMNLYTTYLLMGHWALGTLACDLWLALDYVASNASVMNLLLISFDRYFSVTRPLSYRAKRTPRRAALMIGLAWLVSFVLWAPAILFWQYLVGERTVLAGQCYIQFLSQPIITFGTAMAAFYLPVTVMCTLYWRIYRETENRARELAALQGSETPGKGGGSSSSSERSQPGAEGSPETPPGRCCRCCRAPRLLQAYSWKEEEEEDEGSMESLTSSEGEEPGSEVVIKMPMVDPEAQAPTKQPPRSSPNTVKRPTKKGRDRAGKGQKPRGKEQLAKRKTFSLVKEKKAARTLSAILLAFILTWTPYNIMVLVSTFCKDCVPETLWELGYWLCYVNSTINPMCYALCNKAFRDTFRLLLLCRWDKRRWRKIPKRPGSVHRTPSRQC
M1 ag: human M1 muscarinic receptor agonism | actives 0.33% (n = 360,000) | activation, % at 3 µM | AID 588814 | CHO-K1 hM1, Fluo-8 calcium fluorescence, agonist mode; 0% DMSO, 100% acetylcholine EC100 | P11229;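 active means activation above the run's mean compound activation plus 3 SD, cut at about 16% in these data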;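 further: peak over basal fluorescence ratio within a 140 s kinetic read after compound addition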
M1 PAM: positive allosteric modulators of human M1 muscarinic receptor. P11229. CHO-K1 hM1, Fluo-8 calcium fluorescence, ACh EC20; 0% = ACh EC20, 100% = maximal ACh. activation, % at 3 µM. actives 0.088% (n = 360,000). AID 588819; in the data active means activation above about 19%, passing the limit was not always enough
CHO parental Ca: counter-screen: ATP calcium response change in parental CHO cells | parental CHO-K1, ATP-induced calcium, Fluo-8 fluorescence | inhibition, % at 5.6 µM | actives 0.63% (n = 330,000);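 active means inhibition above that plate's mean sample inhibition plus 3 SD, cut at about 26% in these data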;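 further: 0% = ATP-challenged DMSO wells and 100% = DMSO wells without ATP; some compounds past the cut are filed as inactive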
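Material: parental CHO cells / Compound: single nominal dose of 5.6 µM per compound / Signal: Fluo-8 fluorescence / Replicates: singlicate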
The depositor's hits bear a star.

Screening CCOC(=O)N1CCN(C(=O)CSCC(=O)Nc2nc(-c3ccc(OC)cc3)cs2)CC1 returned CHO-K1 Ca antag -10, TAAR1 antag -7, CHO-K1 Ca ag 3.1, TAAR1 ag 12, CHO-K1 Ca PAM 21, CHRM1 antagonist 1, M1 ag -1, M1 PAM 6 and CHO parental Ca -20.
Screening CCC(C)(C(=O)NC1CCCCC1)N(C(=O)c1ccccn1)c1ccccc1 (stereo not given) returned CHO-K1 Ca antag -13, TAAR1 antag -6, CHO-K1 Ca ag -0.3, TAAR1 ag 0, CHO-K1 Ca PAM 14, CHRM1 antagonist -11, M1 ag -3, M1 PAM 8 and CHO parental Ca -17.
Screening O=C(NCCCn1ccnc1)C(=O)c1c[nH]c2ccccc12 returned CHO-K1 Ca antag -16, TAAR1 antag -8, CHO-K1 Ca ag 1.0, TAAR1 ag 2, CHO-K1 Ca PAM 12, CHRM1 antagonist 4, M1 ag -3, M1 PAM 5 and CHO parental Ca -2.
Screening COc1ccc(C(=O)N2CCN(c3ccc([N+](=O)[O-])c(-n4nc(C)cc4C)c3)CC2)cc1 returned CHO-K1 Ca antag -10, TAAR1 antag -3, CHO-K1 Ca ag 0.1, TAAR1 ag 0, CHO-K1 Ca PAM 17, CHRM1 antagonist -15, M1 ag -10, M1 PAM 8 and CHO parental Ca -6.
`O=C(Nc1cccc(F)c1)/C(=C\c1ccco1)NC(=O)c1ccco1` gave CHO-K1 Ca antag 17, TAAR1 antag -19, CHO-K1 Ca ag 0.2, TAAR1 ag 2, CHO-K1 Ca PAM -21, CHRM1 antagonist -20, M1 ag 2, M1 PAM 13 and CHO parental Ca 1.
For CCOCCCN1C(=O)CN(C2CCCCC2)C(=O)C1c1ccc(OCC)c(OC)c1 (stereo not given) the results were CHO-K1 Ca antag 14, TAAR1 antag 11, CHO-K1 Ca ag -0.1, TAAR1 ag 10, CHO-K1 Ca PAM -4, CHRM1 antagonist 14, M1 ag -2, M1 PAM -6 and CHO parental Ca -13.
CC(C)(C)SCCNS(=O)(=O)c1ccccc1 was read as CHO-K1 Ca antag -13, TAAR1 antag 4, CHO-K1 Ca ag 0.8, TAAR1 ag 10, CHO-K1 Ca PAM 1, CHRM1 antagonist -1, M1 ag -5, M1 PAM 0 and CHO parental Ca -12.
Cc1cccc(C(=O)OCC(=O)Nc2ccc(N3CCCCC3)cc2)c1O was read as CHO-K1 Ca antag 15, TAAR1 antag -6, CHO-K1 Ca ag -0.2, TAAR1 ag 21, CHO-K1 Ca PAM -7, CHRM1 antagonist -2, M1 ag -2, M1 PAM -8 and CHO parental Ca -5.
`Nn1c(Nc2ccccc2)nc2ccccc2c1=O` gave CHO-K1 Ca antag -2, TAAR1 antag 5, CHO-K1 Ca ag 0.8, TAAR1 ag 5, CHO-K1 Ca PAM 3, CHRM1 antagonist 0, M1 ag -3, M1 PAM -1 and CHO parental Ca -13.
`Cc1ccc2nc(-c3ccc(-c4ccccn4)s3)cn2c1` gave CHO-K1 Ca antag -1, TAAR1 antag -4, CHO-K1 Ca ag 0.9, TAAR1 ag -1, CHO-K1 Ca PAM -10, CHRM1 antagonist 1, M1 ag -2, M1 PAM -5 and CHO parental Ca -16.
C[C@H](O)C#Cc1ccc2c(c1)O[C@@H](CN(C)C(=O)c1ccncc1)[C@@H](C)CN([C@H](C)CO)S2(=O)=O was read as CHO-K1 Ca antag -5, TAAR1 antag -5, CHO-K1 Ca ag 0.4, TAAR1 ag 1, CHO-K1 Ca PAM 11, CHRM1 antagonist -12, M1 ag -4 and M1 PAM 8.
`COc1ccc(S(=O)(=O)N2CCCCC2)cc1NC(=O)C1CCCO1` (stereo not given) gave CHO-K1 Ca antag -11, TAAR1 antag 3, CHO-K1 Ca ag 0.8, TAAR1 ag 5, CHO-K1 Ca PAM -1, CHRM1 antagonist 1, M1 ag -4, M1 PAM 4 and CHO parental Ca -6.
Screening COc1ccc(C=C(C#N)C(=O)c2ccccc2)cc1 returned CHO-K1 Ca antag -5, TAAR1 antag -22, CHO-K1 Ca ag 0.7, TAAR1 ag 11 and CHO-K1 Ca PAM -2.
`O=C(NCCc1ccccn1)c1ccc(OC(F)F)cc1` gave CHO-K1 Ca antag -3, TAAR1 antag 6, CHO-K1 Ca ag 0.2, TAAR1 ag 7, CHO-K1 Ca PAM 5, CHRM1 antagonist -2, M1 ag -2, M1 PAM 6 and CHO parental Ca 8.
For Cc1ccc(-n2cccc2C(=O)NS(=O)(=O)c2ccc(C)cc2)cc1 the results were CHO-K1 Ca antag 14, TAAR1 antag -20, CHO-K1 Ca ag -1.0, TAAR1 ag 2, CHO-K1 Ca PAM -13, CHRM1 antagonist -12, M1 ag -3, M1 PAM 14 and CHO parental Ca -7.
COC(=O)c1ccc(N)c(CS(=O)(=O)c2ccc(Cl)cc2)c1 was read as CHO-K1 Ca antag -11, TAAR1 antag -2, CHO-K1 Ca ag 2.9, TAAR1 ag 5, CHO-K1 Ca PAM 16, CHRM1 antagonist -3, M1 ag -5, M1 PAM 6 and CHO parental Ca -15.
`Nc1n[nH]c(N)c1N=Nc1cccc(C(F)(F)F)c1` gave CHO-K1 Ca antag -16, TAAR1 antag 0, CHO-K1 Ca ag 1.0, TAAR1 ag 3, CHO-K1 Ca PAM 12, CHRM1 antagonist 4, M1 ag -5, M1 PAM 6 and CHO parental Ca -8.
Cc1ccc(N2CC(C(=O)NCc3n[nH]c(=O)c4ccccc34)CC2=O)cc1C (stereo not given) was read as CHO-K1 Ca antag -8, TAAR1 antag -17, CHO-K1 Ca ag -0.1, TAAR1 ag -2, CHO-K1 Ca PAM -5, CHRM1 antagonist -8, M1 ag -7, M1 PAM 5 and CHO parental Ca -18.
For Cc1cc(CSCc2ccc(Cl)cc2)no1 the results were CHO-K1 Ca antag -13, TAAR1 antag -6, CHO-K1 Ca ag -1.0, TAAR1 ag -3, CHO-K1 Ca PAM 18, CHRM1 antagonist -13, M1 ag -8, M1 PAM 7 and CHO parental Ca -7.
`CC1(C)CC2CC(C)(CN2S(=O)(=O)c2cccc(C(=O)OCC(N)=O)c2)C1` (stereo not given) gave CHO-K1 Ca antag 6, TAAR1 antag -18, CHO-K1 Ca ag -0.1, TAAR1 ag 1, CHO-K1 Ca PAM 2, CHRM1 antagonist -3, M1 ag -2, M1 PAM 4 and CHO parental Ca -26.
`CCN(CC)c1cc(NCCO)c([N+](=O)[O-])c2nonc12` gave CHO-K1 Ca antag -4, TAAR1 antag -21, CHO-K1 Ca ag 0.0, TAAR1 ag 3, CHO-K1 Ca PAM 9, CHRM1 antagonist -8, M1 ag -1, M1 PAM 9 and CHO parental Ca -13.
`CN(C)S(=O)(=O)c1cccc(-c2nn(-c3ccccc3)cc2/C=C2\SC(=S)N(CC(=O)O)C2=O)c1` gave CHO-K1 Ca antag -17, TAAR1 antag -16, CHO-K1 Ca ag 1.4, TAAR1 ag 0, CHO-K1 Ca PAM -3, CHRM1 antagonist -20, M1 ag -2, M1 PAM 5 and CHO parental Ca -13.
CCc1nc2c(OCc3ccc(OC)cc3)cccn2c1N(C)C(=O)c1ccco1 was read as CHO-K1 Ca antag 4, TAAR1 antag 3, CHO-K1 Ca ag 0.0, TAAR1 ag 1, CHO-K1 Ca PAM 0, CHRM1 antagonist -11, M1 ag -8 and M1 PAM 0.
`Cc1ccc(SCC(=O)N(C)CC(=O)Nc2cccc(F)c2)c(C)c1` gave CHO-K1 Ca antag -5, TAAR1 antag -35, CHO-K1 Ca ag 4.5, TAAR1 ag -2, CHO-K1 Ca PAM 20, CHRM1 antagonist -17, M1 ag 6, M1 PAM 16 and CHO parental Ca -7.
`CC(=O)c1cc(C(=O)N2CCCC(CCC(=O)N(C)CCc3ccccn3)C2)cs1` (stereo not given) gave CHO-K1 Ca antag -13, TAAR1 antag -5, CHO-K1 Ca ag -0.1, TAAR1 ag 9, CHO-K1 Ca PAM 12, CHRM1 antagonist -9, M1 ag -3, M1 PAM 7 and CHO parental Ca -1.
O=C(O)CC(NC(=O)c1ccncc1)c1ccccc1 (stereo not given) was read as CHO-K1 Ca antag 0, TAAR1 antag 24, CHO-K1 Ca ag 0.9, TAAR1 ag 4, CHO-K1 Ca PAM 17, CHRM1 antagonist 9, M1 ag -9, M1 PAM -4 and CHO parental Ca -5.
For Cc1ccc(-c2ccnc3cc(C)nn23)cc1 the results were CHO-K1 Ca antag -12, TAAR1 antag -21, CHO-K1 Ca ag -1.2, TAAR1 ag -2, CHO-K1 Ca PAM -10, CHRM1 antagonist 8, M1 ag -8, M1 PAM -6 and CHO parental Ca 3.
`CC1(C)CC(NC(=O)COc2ccc3ccc(=O)oc3c2)CC(C)(C)N1` gave CHO-K1 Ca antag -12, TAAR1 antag -1, CHO-K1 Ca ag -0.1, TAAR1 ag 1, CHO-K1 Ca PAM -9, CHRM1 antagonist -3, M1 ag -3, M1 PAM 1 and CHO parental Ca 7.
Screening COc1cccc(-c2n[nH]c(=S)n2Cc2ccco2)c1OC returned CHO-K1 Ca antag -7, CHO-K1 Ca ag 1.2, CHO-K1 Ca PAM 9, CHRM1 antagonist -5, M1 ag -10, M1 PAM 8 and CHO parental Ca -4.
Cc1occc1C(=O)NNC(=O)c1ccc(Br)o1 was read as CHO-K1 Ca antag 10, TAAR1 antag 12, CHO-K1 Ca ag 4.4, TAAR1 ag 7, CHO-K1 Ca PAM 9, CHRM1 antagonist 12, M1 ag -4, M1 PAM -8 and CHO parental Ca -2.
Screening CCCCn1nnnc1SCC(=O)c1ccc(C)c(C)c1 returned CHO-K1 Ca antag 3, TAAR1 antag 9, CHO-K1 Ca ag 0.2, TAAR1 ag 5, CHO-K1 Ca PAM 12, CHRM1 antagonist -8, M1 ag -6, M1 PAM 2 and CHO parental Ca -2.
`C=CCn1c(=O)c2ccccc2n2c(SC(C)C(N)=O)nnc12` (stereo not given) gave CHO-K1 Ca antag -8, TAAR1 antag 1, CHO-K1 Ca ag 0.1, TAAR1 ag 1, CHO-K1 Ca PAM 7, CHRM1 antagonist -7, M1 ag -3, M1 PAM 6 and CHO parental Ca -5.
`Cc1nnc(NC(=O)CSc2nnc(CNC(=O)c3ccc(S(=O)(=O)N(C)C)cc3)o2)s1` gave CHO-K1 Ca antag -1, TAAR1 antag -12, CHO-K1 Ca ag 0.1, TAAR1 ag 1, CHO-K1 Ca PAM -8, CHRM1 antagonist -5, M1 ag -1, M1 PAM 3 and CHO parental Ca 11.
`CSc1nncn1/N=C/c1cc(Cl)ccc1F` gave CHO-K1 Ca antag 1, TAAR1 antag -44, CHO-K1 Ca ag 0.5, TAAR1 ag 8, CHO-K1 Ca PAM 13, CHRM1 antagonist -11, M1 ag -1, M1 PAM 7 and CHO parental Ca -3.

Outcome played no part in choosing rows (roughly 4.4% active in at least one column).
